# Furin inh – human furin inhibition; 220,000 compounds, 0.061% hits; purified furin, fluorogenic substrate cleavage; inhibition, % at 30 µM; in the data active = inhibition above about 25%; note: inactives centre near -15
# EBV gp42 inh – EBV gp42 inhibition; Fluorescence polarization binding assay, mP read-out; inhibition, % (tested at 21.74 µM); 220,000 compounds, 0.42% hits; AID 1085; in the data active = inhibition above about 50%
# Target sequence (Q1HVG2 whole entry, looked up): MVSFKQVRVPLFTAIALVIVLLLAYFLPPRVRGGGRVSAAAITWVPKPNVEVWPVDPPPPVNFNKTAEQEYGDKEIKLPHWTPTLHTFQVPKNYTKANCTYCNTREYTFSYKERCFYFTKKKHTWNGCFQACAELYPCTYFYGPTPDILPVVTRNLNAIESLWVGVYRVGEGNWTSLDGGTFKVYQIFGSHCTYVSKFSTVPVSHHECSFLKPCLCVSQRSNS
# KCC2 mod – modulators of human KCC2 chloride dependent transport | 190,000 compounds, 2.2% hits | KCC2 cells, thallium flux FluoZin-2 fluorescence | Q9H2X9 | B-score of Tl+ flux slope (higher = more flux/activation; lower = inhibition) at 10 µM;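 active = thallium flux slope and its plate-corrected score both differing from the plate sample mean at a set confidence after two filtering rounds, in either direction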;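 note: slope of fluorescence scaled to starting intensity during 10 to 20 s after thallium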
# p47phox inh – p47phox (human) inhibition. inhibition, % at 24.7 µM. 220,000 compounds, 0.53% hits. p47phox/p22phox peptide binding, fluorescence polarization, 2 h. AID 1274;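 note: 0% = p47phox with labelled peptide and 100% = labelled peptide alone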
# Target sequence (P14598 whole entry, looked up): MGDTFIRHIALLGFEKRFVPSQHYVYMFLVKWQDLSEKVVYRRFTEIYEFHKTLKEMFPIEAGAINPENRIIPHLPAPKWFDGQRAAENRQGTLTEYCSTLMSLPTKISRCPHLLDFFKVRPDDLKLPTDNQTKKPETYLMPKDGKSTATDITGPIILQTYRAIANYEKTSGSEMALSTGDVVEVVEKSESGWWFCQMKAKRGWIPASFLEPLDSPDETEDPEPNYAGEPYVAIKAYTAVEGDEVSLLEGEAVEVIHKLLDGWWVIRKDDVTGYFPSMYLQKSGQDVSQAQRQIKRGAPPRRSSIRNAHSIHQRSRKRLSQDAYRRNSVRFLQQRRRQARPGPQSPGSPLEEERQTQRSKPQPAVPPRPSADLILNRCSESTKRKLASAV
# 14-3-3 Bad PPI – disrupts binding of bovine 14-3-3 zeta to phospho-Bad peptide. P63103. 220,000 compounds, 0.71% hits. inhibition, % at 21.7 µM. TR-FRET 14-3-3zeta/Dy647-pBad peptide displacement, 1 h;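 active = inhibition above about 70%, limit read from the data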;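 note: 0% = full 14-3-3 plus peptide FRET controls and 100% = background without 14-3-3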
# KLK5 inh – kallikrein 5 (human) inhibition; 210,000 compounds, 0.59% hits; inhibition, % at 5 µM; AID 873; recombinant hK5, fluorogenic AMC substrate cleavage;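 active = inhibition of 40% or more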;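 note: 0% = enzyme controls without compound and 100% = no-enzyme blanks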
# Target sequence (Q9Y337 67-293 limits assumed): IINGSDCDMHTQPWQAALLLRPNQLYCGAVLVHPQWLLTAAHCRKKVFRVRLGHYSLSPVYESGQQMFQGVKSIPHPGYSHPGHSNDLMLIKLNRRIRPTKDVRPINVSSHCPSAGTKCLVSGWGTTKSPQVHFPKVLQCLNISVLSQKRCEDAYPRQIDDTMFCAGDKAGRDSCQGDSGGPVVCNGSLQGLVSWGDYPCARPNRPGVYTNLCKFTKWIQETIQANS
# eIF4E-4G inh – inhibitors of eIF4E and eIF4G interaction in translation initiation; P63073+Q04637; TR-FRET eIF4E-eIF4GI(517-606) binding, 2 h; inhibition, % at 21.7 µM; 220,000 compounds, 0.37% hits;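 note: 0% = full FRET control wells and 100% = background wells lacking eIF4GI fragment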
# Thrombin inh – inhibitors of human thrombin; alpha-thrombin, Boc-VPR-AMC fluorogenic substrate cleavage; inhibition, % at 5 µM; 220,000 compounds, 0.26% hits; AID 1046;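 active = inhibition at or above 40%; inactive = inhibition below 40%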;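 note: 0% = enzyme with no compound and 100% = wells without enzyme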
#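 Material: human alpha-thrombin enzyme / Medium: pH 7.5 Tris (50 mM) with NaCl 150 mM, Tween 20 0.05% / Compound: single-point dosing at 5 µM, 0.2% DMSO / Incubation: enzyme reaction carried out at room temperature / Detection: AMC fluorescence, 355/460 nm / Read-out basis: percent inhibition scaled between no-compound controls and no-enzyme blanks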
# Rad51 HR inh – Rad51 (human) homologous recombination inhibition; hRad51 DNA strand exchange, fluorescence dequenching; inhibition, % at 10 µM; 200,000 compounds, 0.085% hits; AID 1385;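 active = inhibition above 40% at the single screening dose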;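 note: 0% = DMSO control wells and 100% = blanks with heterologous ssDNA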
#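 Material: Human Rad51 nucleoprotein filaments preassembled on unlabelled ssDNA | Also added: Labelled 47-mer dsDNA for strand exchange | Dosing: Single dose, 10 µM final compound | Schedule: 30-min compound preincubation and 15-min exchange, both room temperature | Technique: Fluorescence dequenching at 485/520 nm | Measure: Percent inhibition relative to plate controls and blanks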
# Active calls of the source: *; x = not tested or not shown; & = joins results of further samples; [ ] = another dose, or the depositor's remark.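 Rule for the calls, unless noted: active = inhibition above about 30% (limit read from the data); inactive = the rest.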
SMILES	eIF4E-4G inh	KLK5 inh	Thrombin inh	14-3-3 Bad PPI	KCC2 mod	EBV gp42 inh	Rad51 HR inh	Furin inh	p47phox inh
C=CCOC(=O)C1=C(C)NC(C)=C(C(=O)OCC=C)C1c1cccs1	4	4	-1	-2[fluorescence artefact?]	1.8	15	-2	-8[20 µM]	-15
CCOC(=O)c1sc(NC(=O)CSc2n[nH]c(C)n2)nc1C	2	-1	-4	-10	-0.16	-9	-2	-28	-3
O=C(Cc1ccccc1)Nc1ccccc1Oc1ccccc1	6	-10	-2	6	-0.22	-1	x	-15	-8
O=C(NC1CCCCCCC1)C1c2ccccc2C(=O)N1Cc1cccs1 (centres undefined)	3[fluorescence artefact?]	-2	1	-8	-0.61	-15	-2	-13	-19
CCCCCCCN(C(=O)CCl)c1cccc(C)c1	0	39	6	4	-0.58	-9	-4	-13	-4
CCOc1ccc(C(C)NC(=O)Cc2ccccc2)cc1OCC (centres undefined)	9[fluorescence artefact?]	-8	-3	9	-2.6	-13	x	-6	1
Cc1cc(C)c2c(=O)n(CC(=O)N3CCC(N4CCCCC4)CC3)sc2n1	7	-1	-2	17	0.2	-9	-9	-25	14
CCC1(C)Cc2c(sc3nc4n(c(=O)c23)CCS4)CO1 (centres undefined)	1	-10	-3	3	-1.6	-5	1	11[20 µM]	-7
COc1ccc(-n2cc(CNCCc3cnc[nH]3)c(-c3cccc(F)c3)n2)cc1	-2	8	-1	-19	x	-16	5	-22	-7
CCOc1ccc(N=C(NC#N)SCC)cc1	1	-12	3	6	-0.007	-33	-3	7[20 µM]	-25
Cc1ccc(C2(CCNS(=O)(=O)c3ccc(C)cc3)CCOC(C(C)C)C2)cc1 (centres undefined)	-3	0	-18	9	-1.9	-4	3	7	-4
Cc1nnc(SCc2nc3ccccc3nc2C)s1	2	-9	2	11	0.14	-7	14	-7[20 µM]	2
CC(C)C1S/C(=N/N=C/c2cccs2)NC1=O (centres undefined)	5	-10	-2	-2	0.39	-13	x	-5[20 µM]	2
CC(C)Cc1nc2oc3c(NCC4CCCO4)ncnc3c2c2c1CCC2 (centres undefined)	14	16	11	7	-1.4	-10	-5	-21	-3
Cc1cc(=O)n2[nH]c(C(=O)O)nc2n1	2[fluorescence artefact?]	2	-4	23[fluorescence artefact?]	-1.3	-15	2	-21[20 µM]	6
Fc1ccc(-c2csc3ncnc(N4CCc5ccccc5C4)c23)cc1	1	-12	-3	-7[fluorescence artefact?]	0.18	-9	5	-17	-4
O=S(=O)(Nc1nc2ccccc2nc1NCC1CCCO1)c1ccccc1 (centres undefined)	8	-3	-7	6	0.95	-8	x	-26	-6
O=C(CSc1ncnc2nc[nH]c12)Nc1ccccc1C(F)(F)F	-2	-13	-18	0[fluorescence artefact?]	-0.4	-39	x	-23[20 µM]	-9
Cc1ccc(CNCc2cc3c(C(C)(C)C)nn(-c4ccccc4)c3[nH]c2=O)cc1	6	-51	4	-3	x	-11	10	-18[20 µM]	-11
COCCNC(=O)COc1cccc(Oc2ccccc2)c1	-5	-2	-3	-13	x	-3	2	-20	-11
CC1CN(c2ccc(S(=O)(=O)N3CCCC3)cn2)CC(C)O1 (centres undefined)	4	3	19	2	0.41	-18	20	-26	-8
Cc1cccc(/C=N/n2c(-c3cc(-c4ccccc4)n[nH]3)n[nH]c2=S)c1	-2	-3	-7	-9	-0.52	0	-2	-12	2
O=C(CNC(=O)C(c1ccccc1)c1ccccc1)N/N=C/c1cccnc1	4	0	3	3	-0.18	-3	6	-11	-7
Fc1ccc(NC(=S)Nc2ccc(Br)cc2)cc1	-3	-17	-8	0	-0.051	-9	17	-16	-1
O=C(O)c1ccccc1SC1CC(=O)N(C2CCCCC2)C1=O (centres undefined)	7	-12	-9	1	x	-13	-6	-21	-9
O=C(c1ccccn1)C1CCCN(Cc2cn[nH]c2-c2cc3ccccc3o2)C1 (centres undefined)	0	x	0	-7	x	1	x	-34	-4
O=C(C1CCCN1C(=O)c1cccs1)N1CCN(Cc2ccc3c(c2)OCO3)CC1 (centres undefined)	-1[fluorescence artefact?]	-1	-4	-2[fluorescence artefact?]	0.19	-5	x	-16	-18
CCOC(=O)c1c(C)oc2c1c(C=NCCO)c(O)c1ccccc12	2	-2	-4	-14	-0.84	-17	-33	-9	-7
COCc1ccc(CN2CCC(CO)(CC3CCCCO3)CC2)o1 (centres undefined)	-2	6	-10	3	-0.35	-10	-11	-10	-4
Cc1ccc(C)c(S(=O)(=O)N/N=C/c2ccc(N3CCOCC3)cc2)c1	-5	8	4	0	0.42	-26	-20	-25	-13
COc1ccc(C/C(N)=N/OC(=O)c2ccco2)cc1OC	-2	1	1	4	-0.042	-13	1	-32	-6
CSc1nc(Sc2ccc(Cl)cc2)c2ccccc2n1	14	62*	20	6	x	-10	x	-21[20 µM]	-6
Cc1ccc(C(=O)O)cc1NC(=O)C1CCCN1S(=O)(=O)c1cccc2nsnc12 (centres undefined)	5	-7	-5	-3	x	0	2	-15	-1
Cc1cccc(/C=C2/S/C(=N/N=C3\CC4CCC3(C)C4(C)C)NC2=O)c1 (centres undefined)	-8	1	4	0	1.1	-17	x	31*[20 µM]	-9
CCC1(C(=O)c2ccccc2)C(c2ccc([N+](=O)[O-])cc2)C1(C(=O)OC)C(=O)OC (centres undefined)	8	-23	0	-11	-0.55	13	7	-14	-21
Cc1c2cnn(-c3ccccc3)c(=O)c2c(C)n1CCCC(=O)N1CCN(C2CCCCC2)CC1	-3	1	-3	-1	-0.041	-19	31	-21	-8
O=C(NCC1CCCO1)c1ccccc1-c1nc(-c2ccc(Cl)cc2)no1 (centres undefined)	0[fluorescence artefact?]	-5	-8	-4	-0.013	-2	8	-16[20 µM]	3
O=C1CCC/C(=N/NC(=O)c2ccc(CN3c4cccc5cccc(c45)S3(=O)=O)cc2)C1	-17[fluorescence artefact?]	-19	-6	-4[fluorescence artefact?]	-0.083	0	-7	-5	-6
Cc1nnn(C23CC4CC(CC(CC(=O)Nc5ccc(C)c(Cl)c5)(C4)C2)C3)n1	20	-22	-13	1[fluorescence artefact?]	-0.12	-11	4	-8	-16
Cc1ccccc1N(C(=O)Cn1nnc2ccccc21)C(C(=O)NCc1ccco1)c1ccncc1 (centres undefined)	-10	-28	-3	-9	0.76	-4	-1	-17	-3
COC(=O)c1ccccc1NC(=O)C12CC3CC(C1)CC(n1cnc(Cl)n1)(C3)C2	-1[fluorescence artefact?]	-5	1	1	0.016	-7	-5	-21[20 µM]	3
Cc1ccc(/C=N/NC(=O)c2ccccn2)o1	2[fluorescence artefact?]	-8	-2	-4	1.7	-8	12	-2	-19
Cc1nc(N/N=C/c2ccccc2)nc(N(C)c2ccccc2)c1[N+](=O)[O-]	0[fluorescence artefact?]	-12	-2	-13[fluorescence artefact?]	x	-18	2	-14[20 µM]	-10
Cc1cc(NC(=O)COC(=O)COc2cccc3c2OC(C)(C)C3)no1	3	-8	-8	2	-1.1	-19	-5	-21	-2
CC(c1cccs1)N(Cc1ccco1)C(=S)Nc1ccc(F)c(Cl)c1 (centres undefined)	-1	3	-1	-14	-0.19	4	12	-13	-3
CC(=O)c1cccc(S(=O)(=O)N(CCCO)Cc2cc3ccc(C)cc3[nH]c2=O)c1	10	3	2	-3	-1	-4	-5	-9	-4
CC(=O)Nc1ccc(Nc2nc(C)c([N+](=O)[O-])c(Nc3ccc(NC(C)=O)cc3)n2)cc1	1	-4	9	-6	-0.073	-11	-9	-14	-14
Nc1cc(N)nc(SCCN2CCCCC2)n1	2[fluorescence artefact?]	-9	-8	-7[fluorescence artefact?]	-0.071	-8	2	-15	1
CC(C)[C@H](NC(=O)[C@@H]1CSCN1C(=O)OC(C)(C)C)C(=O)NCC1CCC(C(=O)O)CC1 (some centres undefined)	10&0	-18	-3	4&3[fluorescence artefact?]	-0.48	-3&-9	-16&0	3[20 µM]	-5&-9
CC1=C(C(=O)Nc2ccccc2C)C(c2ccc(C)o2)n2c(s/c(=C/c3ccccc3)c2=O)=N1 (centres undefined)	2	-13	-1	2	-2	2	0	-14[20 µM]	-7
Cc1cccc(C)c1NC(=S)NC1CCCCC1	-6	-7	-6	-9	2.6	-7	0	-17	-20
Cn1c(C(=O)O)cnc1Sc1ncc(C(F)(F)F)cc1Cl	4	-3	-2	-7	0.16	-21	-2	-19	-2
COC(=O)[C@H](CCSC)NC(=O)Nc1ccc(C)c(C)c1	-2	7	-2	0	0.18	-16	-4	-29	-12
CCOC(=O)c1cnn(-c2ccc(Cl)cc2)c1C1CCN(C(=O)OC(C)(C)C)CC1	-1	0	4	4	-0.0026	-4	-3	-16[20 µM]	-16
O=c1c2ccccc2nc(SCc2ccccc2)n1Cc1ccco1	x	-5	2	x	-0.19	-15	8	-6	-11
Nc1c(-c2ccc(Cl)cc2)cnn1-c1cccc([N+](=O)[O-])c1	-1	5	-3	-9	0.1	-2	0	-13[20 µM]	-5
CC(=O)Nc1nc(C)c(Oc2ccc(C)cc2)c(=O)[nH]1	3	5	0	0	x	-24	13	-15	-2
O=C(N/N=C1\C2CN3CCN(C2)CC1(c1ccccc1)C3)c1ccc(F)cc1	19	-4	-4	-12	-0.28	9	0	-23	-6
COc1ccc(CN(CC2CCC(C(=O)O)CC2)C(=S)Nc2cc(C)cc(C)c2)cc1 (centres undefined)	2	x	-5	0	-0.036	8	x	-19	0
CCC(=O)N/N=C/c1ccc(OS(=O)(=O)c2ccccc2)cc1	4	-21	-4	-7	-0.71	-27	3	-4	-4

# Next section
SMILES	eIF4E-4G inh	KLK5 inh	Thrombin inh	14-3-3 Bad PPI	KCC2 mod	EBV gp42 inh	Rad51 HR inh	Furin inh	p47phox inh
O=C(C1=C[C@@H](c2coc3ccccc3c2=O)C[C@@H](OCc2ccc(CO)cc2)O1)N1CCN(Cc2ccccc2)CC1	-2	7	2	-1	-3.3*	-8	-4	-19	x
CCN(CC)CCN1C(=O)C(=O)/C(=C(/O)c2c(C)[nH]c(C(=O)OC)c2C)C1c1ccc(OC)cc1 (centres undefined)	1[fluorescence artefact?]	-23	1	-5[fluorescence artefact?]	0.8	-6	x	-10	-9
Cc1ccc2c(Cl)cc(Cl)c(OCC(=O)O)c2n1	-4	18	-2	0	0.37	-21	-6	-21	-8
COc1ccc(/C=N/Nc2nc(N3CCCCC3)nc(N3CCCCC3)n2)cc1[N+](=O)[O-]	13	-10	-3	2[fluorescence artefact?]	-0.76	-2	13	-6	-18
O=C(NCc1ccco1)C(c1ccc(F)cc1)N(CC1CCCO1)C(=O)Cn1nnc2ccccc21 (centres undefined)	-13	-13	6	-3	-0.037	5	-4	-20	12

# 3 entries already listed, sorted by the value under KLK5 inh, falling:
SMILES	eIF4E-4G inh	KLK5 inh	Thrombin inh	14-3-3 Bad PPI	KCC2 mod	EBV gp42 inh	Rad51 HR inh	Furin inh	p47phox inh
COc1ccc(C/C(N)=N/OC(=O)c2ccco2)cc1OC	-2	1	1	4	-0.042	-13	1	-32	-6
Cc1cc(NC(=O)COC(=O)COc2cccc3c2OC(C)(C)C3)no1	3	-8	-8	2	-1.1	-19	-5	-21	-2
O=C(Cc1ccccc1)Nc1ccccc1Oc1ccccc1	6	-10	-2	6	-0.22	-1	x	-15	-8

# Source: PubChem BioAssay (several laboratories)
